TDP1 inh = blocks human tyrosyl-DNA phosphodiesterase 1 | Q9NUW8 | recombinant TDP1, AlphaScreen DNA substrate cleavage | Potency, µM (series often up to 130 µM), for inactives: at the highest dose activity change, negative = inhibition, most hits filed as inhibitors | 350,000 tested, 0.28% active | AID 485290; note: nearly all actives have a fitted effect of over 40% in size
Target sequence (Q9NUW8 whole entry, looked up): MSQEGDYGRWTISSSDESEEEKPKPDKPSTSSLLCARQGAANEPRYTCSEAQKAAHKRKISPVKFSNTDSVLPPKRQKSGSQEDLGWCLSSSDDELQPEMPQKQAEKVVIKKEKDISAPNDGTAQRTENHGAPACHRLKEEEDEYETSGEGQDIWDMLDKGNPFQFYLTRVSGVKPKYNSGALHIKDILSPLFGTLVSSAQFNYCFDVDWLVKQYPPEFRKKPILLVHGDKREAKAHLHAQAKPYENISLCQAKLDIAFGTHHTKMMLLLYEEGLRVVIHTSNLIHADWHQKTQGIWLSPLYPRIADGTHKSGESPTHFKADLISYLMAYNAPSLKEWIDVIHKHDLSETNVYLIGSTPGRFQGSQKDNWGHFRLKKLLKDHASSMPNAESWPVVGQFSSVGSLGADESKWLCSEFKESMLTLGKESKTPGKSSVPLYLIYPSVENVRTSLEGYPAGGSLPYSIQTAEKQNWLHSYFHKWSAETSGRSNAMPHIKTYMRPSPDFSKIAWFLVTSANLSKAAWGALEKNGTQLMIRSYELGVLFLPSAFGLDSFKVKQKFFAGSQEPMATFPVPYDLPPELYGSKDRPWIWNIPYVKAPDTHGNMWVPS
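Compounds were preincubated with Tdp1 (1 nM final) for 15 min at room temperature before substrate (15 nM final) started a 5 min reaction; beads (10 ug/ml final) were then added for 10 min before AlphaScreen detection.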
TDP1 cell noCPT = qHTS for Inhibitors of human tyrosyl-DNA phosphodiesterase 1 (TDP1): qHTS in cells in absence of CPT. Potency, µM (top dose mostly 46.2 µM), for inactives: at the top dose activity change, negative = growth inhibition, most hits filed as inhibitors. DT40 Tdp1-/- hTDP1 cells, no CPT, ATP luminescence, 48 h. 420,000 tested, 15% active; note: nearly all actives have a fitted effect of over 55% in size
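Chicken DT40 Tdp1-/- cells complemented with human TDP1, screened without camptothecin (DMSO vehicle only), 400 cells/well. Compounds pin-transferred, cells incubated at 37 °C for at least 48 hr. Growth read as ATP-dependent luminescence (CellTiter-Glo, 30 min at RT).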
DT40 TDP1 CPT = growth inhibition of DT40 Tdp1-/-;hTDP1 cells with camptothecin (screen for TDP1 inhibitors). chicken DT40 Tdp1-/-;hTDP1 cells + 20 nM CPT, ATP luminescence, 48 h. Potency, µM (series often up to 46.2 µM), without a hit: at the top dose activity change, negative = growth inhibition, usual class: inhibitors. 420,000 tested, 12% active. AID 686979; note: nearly all actives have a fitted effect of over 55% in size
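Chicken DT40 Tdp1-/- cells complemented with human TDP1, 400 cells/well, exposed to compounds plus 20 nM camptothecin for at least 48 h at 37 C; viability read as ATP content by CellTiter-Glo luminescence.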
* = called active by the depositor; ? = inconclusive; nt = no result given; & = joins results of further samples; [ ] = dose if it differs, or a comment. Calls come from the whole dose curve; as a rule, active = well fitted curve in the direction sought with a large enough effect; inconclusive = small, poorly fitted or top-dose-only effect, or another doubt; inactive = no such curve, though single readings can be large; an effect the other way counts as inactive or inconclusive. % is set by controls: 0 for no effect and ±100 for the full control effect; potency is the fitted concentration of half-maximal effect. Rows are unselected; about 18% have a hit in one of these screens.

Results follow in this order: TDP1 inh, TDP1 cell noCPT, DT40 TDP1 CPT
> Brc1cccc(-c2nnc(CN3CCN(c4ccccn4)CC3)o2)c1
 : -2%, -18%, -3%
> COc1cccc(CNC(=O)CCn2cnc3ccccc3c2=O)c1
 : -9%, -8%, -7%
> CCn1c2ccccc2c2nnc(SCc3ccccc3)nc21
 : -5%, ?, ?
> Cc1ccc(NC(=O)Cn2nnc(-c3nc(-c4ccncc4)no3)c2N)c(C)c1
 : 0%, 13%, 3%
> O=C(NC1CCN(S(=O)(=O)c2ccc(F)cc2)CC1)c1cccnc1
 : nt, 9%, 17%
> O=C(O)c1cccc(S(=O)(=O)Nc2cccc(S(=O)(=O)N3CCCC3)c2)c1
 : -14%, 2%, -2%
> O=C(c1ccc(Cl)c(S(=O)(=O)N2CCCCC2)c1)N1CCCC1
 : 6%[56.1 µM], -14%, -16%
> COc1cccc(C(=O)Nc2cccc(OCc3cc(=O)n4c5c(sc4n3)CCCC5)c2)c1
 : 6%, -22%, 5%
> COc1cccc(CN2CCCC(C(=O)c3ccc4c(c3)OCO4)C2)c1O (configuration not stated)
 : 0%, 0%, -14%
> Cc1cccc(NC(=O)Cn2c(=O)n(CCC(C)C)c(=O)c3cccnc32)c1
 : 0%, -24%, -25%
> CCOC(=O)N1CCN(S(=O)(=O)N(C)C)CC1
 : 5%, -17%, -2%
> C/C(=N\NC(=O)CSc1nc2ccccc2c(=O)n1-c1ccccc1C)c1cccs1
 : -3%, ?, 23µM*
> COc1ccc(C(C)=O)cc1CSc1ccc2c(c1)OCCO2
 : 0%, -28%, -20%
> CN(CCCNC(=O)c1cc2c(=O)[nH]c3ccccc3c2n1C)Cc1ccccc1
 : 8%, ?, -18%
> Cc1ccc(C)c(OCC(=O)Nc2nc3ccc([N+](=O)[O-])cc3s2)c1
 : 5%, -3%, -16%
> COc1ccccc1NC(=O)C1CCC(CNS(=O)(=O)c2ccc3c(c2)CC(C)N3C(C)=O)CC1 (configuration not stated)
 : -8%, 10µM*, 10µM*
> CCOc1ccc(C(C)=O)cc1CSc1nnnn1-c1ccc(O)cc1
 : 2%, ?, ?
> CSCCC(NC(=O)COc1ccccc1)C(=O)N1CCN(C(C)=O)CC1 (configuration not stated)
 : 1%, 11%, -3%
> O=C(Nc1ccc2[nH]c(=O)[nH]c2c1)c1c(F)c(F)c(F)c(F)c1F
 : 5%, -21%, -7%
> CC(=O)NCCCNc1ccc([N+](=O)[O-])cc1
 : 6%, -2%, 7%
> CCN1CCN(CCC(=O)Nc2cccc(OC)c2)CC1
 : 0%, 6%, -28%
> N#Cc1ccccc1Cn1cc(/C=N/Nc2ccc([N+](=O)[O-])cn2)c2ccccc21
 : 6%, 23µM*, ?
> Cc1ccc(C)c(CN2C(=O)c3ccccc3S(=O)(=O)c3ccc(C(=O)NCCCN4CCCC(C)C4)cc32)c1 (configuration not stated)
 : 7%, ?, ?
> CN(C)C(CNC(=S)Nc1ccc(F)cc1)c1cccnc1 (configuration not stated)
 : -8%, -17%, 0%
> Cc1ccc(NC(=O)C2=C(c3ccccc3)S(=O)(=O)CCS2(=O)=O)cc1
 : 3%, 0.58µM*, 0.46µM*
> CCOC(=O)/C=c1\s/c(=C\c2ccc(C(=O)OC)cc2)c(=O)n1CC(=O)Nc1ccccc1
 : 5%, ?, 16µM*
> C=CCNC(=O)c1cc2cccc(OC)c2oc1=O
 : 2%, 19%, 22%
> COc1cc(C(=O)N2CCC2(C)C(=O)O)cc(OC)c1OC (configuration not stated)
 : nt, -12%, -5%
> COc1cccc(N2CC(C(=O)Nc3nnc(SCc4ccccn4)s3)CC2=O)c1 (configuration not stated)
 : 5%, -24%, -5%
> CCC(C)NC(=O)c1[nH]c(C)c(C(=O)OC)c1C (configuration not stated)
 : 5%, 1%, 0%
> Cc1oc2cc3oc(=O)c(CC(=O)N[C@@H](C)C(=O)NC(Cc4ccc(Cl)cc4)C(=O)O)c(C)c3cc2c1C (some centres not stated)
 : nt, -10%, 2%
> Cc1sccc1/C=N/NC(=O)c1cccc2ccccc12
 : 3%, ?, ?
> Cc1c(Cl)cccc1NC(=O)CNc1cccc(C(F)(F)F)c1
 : 0%, -37%, -17%
> COc1ccc2cc(C3=CCCC3(C)C(=O)O)ccc2c1 (configuration not stated)
 : nt, ?, -14%
> O=C(CSc1nnc(-c2cnccn2)n1Cc1ccco1)Nc1ccc(Br)cc1
 : -2%, ?, ?
> COc1ccc2nnc(-c3ccccc3)n2n1
 : 5%, -23%, -12%
> Cn1c2ccccc2c(=O)c2ccc(Cl)cc21
 : nt, -29%, -3%
> O=C(NCC1CCCO1)C(c1cccnc1)N(C(=O)Cc1cccs1)c1ccccc1 (configuration not stated)
 : 8%, -25%, -19%
> CCOc1ccc(NC(=O)C2=C(C)NC(=S)NC2c2ccc(O)c(OC)c2)cc1 (configuration not stated)
 : 5%, 4%, -6%
> COc1cc(/C=C2\SC(=S)N(CC(=O)Nc3cccnc3)C2=O)cc(OC)c1OC
 : -1%, -13%, -1%
> Cc1cc(S(=O)(=O)Nc2c(C(=O)O)[nH]c3ccccc23)ccc1F
 : 1%, -1%, -6%
> COc1ccc(S(=O)(=O)N2CCN(C(=O)CN3C(=O)NC4(CCCC4)C3=O)CC2)cc1
 : -2%, 19%, -5%
> Cc1ccc(-n2c(SCC(N)=O)nnc2-c2cccnc2)c(C)c1
 : -2%, -13%, -8%
> C=CCSc1nc(N)c(NC(=O)c2ccco2)c(=O)[nH]1
 : nt, -3%, -7%
> COc1ccc(-c2cc3onc(-c4c(Cl)cccc4Cl)c3c(=O)n2C)cc1
 : 1%, ?, ?
> COC(=O)[C@]12CCCCC=C1N(Cc1ccc3c(c1)OCO3)C(=O)[C@H](CC(=O)NCc1cccs1)C2
 : nt, ?, ?
> COC(=O)C(CC(=O)Nc1cc(C)ccc1C)Nc1ccccc1OC (configuration not stated)
 : 5%, -2%, -10%
> C=C(C)CNC(=S)N/N=C(\C)c1ccc(-n2ccnc2)cc1
 : 3%, ?, ?
> O=C(COC(=O)/C=C/c1ccccc1[N+](=O)[O-])NCC1CCCO1 (configuration not stated)
 : 1%, 1%, 5%
> Cn1c(=O)c2c(nc(-n3ccnc3)n2C)n(C)c1=O
 : -3%, -7%, 2%
> COc1cc(OC)cc(C(=O)O/N=C(\N)c2ccncc2)c1
 : 3%, 1%, -28%
> C[C@H]1COC(=O)[C@H](CC(=O)OC(C)(C)C)C/C=C\C[C@H](CC(=O)N(CCO)Cc2ccccc2)C(=O)N1
 : 1%, -10%, -10%
> Cc1cc(C)cc(OC2CCCCC2NS(=O)(=O)c2ccccc2)c1 (configuration not stated)
 : 3%, ?, ?
> O=C(NCc1ccc(F)cc1)C(C(=O)NCc1ccc(F)cc1)c1ncc(C(F)(F)F)cc1Cl
 : -5%, -3%, -9%
> COC(=O)c1ccc(-c2nc(CN3CCN(Cc4cccc(C)c4)CC3)c(C)o2)cc1
 : nt, 23µM*, ?
> COc1ccc(F)cc1-c1cc(C(=O)Nc2ccc(NC(C)=O)cc2)[nH]n1
 : nt, ?, ?
> CC(C)Oc1ccc(S(=O)(=O)N2CCOCC2)cc1NC(=O)c1cc([N+](=O)[O-])ccc1N1CCOCC1
 : nt, 9%, -1%
> CCN(CC)C(=O)Cn1cc(S(=O)(=O)CC(=O)NCCc2ccccc2)c2ccccc21
 : 3%, 2%, 0%
> O=C1NC(=O)C2(COC(c3cccc([N+](=O)[O-])c3)OC2)S1 (configuration not stated)
 : -3%, 1%, -1%
> N#CCC(=O)N/N=C/c1cn(Cc2cccc3ccccc23)c2ccccc12
 : 7%, 3.7µM*, 5.2µM*

Next section.
Results follow in this order: TDP1 inh, TDP1 cell noCPT, DT40 TDP1 CPT
> O=C(Cn1cc(C(=O)c2ccco2)c2ccccc21)Nc1ccc(Br)cc1
 : 0%, ?, ?
> Cc1cc(O)cc(=O)n1C
 : -5%, -6%, 2%
> O=C(NCC1CCCO1)C1CC(c2ccccc2Cl)=NO1 (configuration not stated)
 : 2%, -6%, -19%
> C=CCn1c2ccccc2c(=O)c2cc(C#Cc3cc(OC)cc(OC)c3)ccc21
 : -9%, ?, 16µM*
> COc1cc(NC(=O)Cn2c(=O)oc3cc(S(=O)(=O)N4CCCCCC4)ccc32)cc(OC)c1
 : 3%, 21µM*, 15µM*
> O=C(Cc1ccccc1)NCc1cccnc1
 : 0%, -19%, 5%
> COc1ccc(CNCCCNCc2ccc(OC)c(OC)c2)cc1OC
 : nt, -14%, -9%
> O=S1(=O)N[C@@H](Cc2ccccc2)COc2cccc(N3CCSCC3)c21
 : nt, ?, -18%
> COc1ccc(CCNC(=O)CN2C(=O)NC(CCSC)C2=O)cc1 (configuration not stated)
 : 3%, 0%, 11%
> CCOC(=O)c1c(-c2ccccc2)cn2ccccc12
 : 0%, ?, ?
> CCC(C(=O)Nc1cccnc1Cl)c1ccccc1 (configuration not stated)
 : nt, 14%, -3%
> Cc1ccc(NC(=O)Cn2c(=O)ccc3cc(S(=O)(=O)N4CCCC4)ccc32)cc1C
 : 4%, -2%, -10%
> CC(C)(C)c1ccc(NC(=S)NCc2cccnc2)cc1
 : 4%, 15µM*, ?
> O=C(CN1CCN(c2ccccc2F)CC1)NC(=O)NCc1ccco1
 : -10%, 0%, -2%
> O=C(CSc1nc2ccccc2n1CCc1ccccc1)NC1CCS(=O)(=O)C1 (configuration not stated)
 : 1%, -21%, 9%
> NC(=O)c1c(NC(=O)c2ccccc2)sc2c1CCC2
 : 1%, -27%, 4%
> O=S(=O)(NCc1ccccc1)NCc1ccc(Cl)cc1Cl
 : nt, 5%, ?
> O=C(COC(=O)CCS(=O)(=O)c1ccc(Cl)cc1)NC1CCCCC1
 : 4%, 6%, -1%
> Cn1cnnc1SCC(=O)N1N=C(c2ccc(Cl)cc2)CC1c1ccco1 (configuration not stated)
 : -3%, -15%, ?
> COc1ccccc1NC(=O)Nc1nc(CC(=O)N2CCN(c3ccc(F)cc3)CC2)cs1
 : 3%, ?, ?
> O=C(O)CO.[NH2-].[NH2-].[Pt+2]
 : nt, -6%, 6%
> CC(Oc1cccc(Cl)c1)C(=O)Nc1ccc(S(=O)(=O)NC2=NCCCCC2)cc1 (configuration not stated)
 : 1%[0.505 µM], ?, ?
> CCOc1cc2c(cc1O)C(=NOC)CC1C2CCC2(C)C(O)CCC12 (configuration not stated)
 : nt, 0.82µM*, 0.92µM*
> COc1ccc(N(CC(=O)N2CCN(Cc3ccc4c(c3)OCO4)CC2)S(C)(=O)=O)cc1OC
 : 0%[56.1 µM], ?, -14%
> CCOC(=O)Cc1c(C)nc2c(-c3cccc(Br)c3)cnn2c1C
 : 0%, 21µM*, ?
> O=C(NNC(=O)c1ccccc1F)c1ccc(-c2ccccc2Cl)o1
 : nt, ?, 3%
> CCCc1nc2c(o1)CC(CC(C)SCC)CC2=O (configuration not stated)
 : 2%, -25%, 0%
> Cc1cc(=O)n2nc(N3CCC(C(=O)NCc4ccccc4)CC3)sc2n1
 : 5%&0%, 5%&-4%, 0%&13%
> CSc1ccc(-c2ccc(C(=O)NCC3CCCO3)c(N3CCC(O)CC3)n2)cc1 (configuration not stated)
 : nt, -13%, -4%[9.04 µM]
> O=C(Nc1ccncc1)c1ccc(Cl)c(S(=O)(=O)N2CCc3ccccc32)c1
 : -4%, 7.3µM*, 9.2µM*
> Cc1nn(-c2ccccc2)nc1C(=O)Nc1cccc(C(=O)NC2CC2)c1
 : nt, 15µM*, ?
> COc1ccc(CNc2oc(C)nc2C#N)cc1
 : 2%[56.1 µM], -9%, ?
